High-throughput results deposited in PubChem by several laboratories.
TROY signal inh: blocks TROY-dependent signaling in reporter cells. Q293 LMP1-TROYcd NF-kB luciferase reporter, 4 h. inhibition, % at 10 µM. hit rate 0.98% among 360,000. AID 1347056;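 active means compounds whose plate-normalised and pattern-corrected inhibition of the luciferase reporter signal at the single screening dose is 50% or more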
KKLEB cytotox: CF airway cell cytotoxicity counter-screen; KKLEB CF airway cells viability, ATPlite luminescence, overnight; hits give low values; cells stimulated with P. aeruginosa culture filtrate; activity change (cytotoxicity), % at 5 µM; hit rate 0.36% among 360,000; AID 602141;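 active means corrected activity change at or below -50% at 5 µM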
SRC3 inh: inhibitors of human steroid receptor coactivator 3 (SRC3). Q9Y6Q9. HEK293 GAL4-SRC3 luciferase reporter, luminescence. inhibition, % at 3.6 µM. hit rate 0.17% among 360,000;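 active means inhibition above a per-campaign cutoff, the mean of all compounds plus 3 SD, cut at about 60% in these data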;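 further: 0% = DMSO-treated cells and 100% = gossypol-treated cells at 36 µM; higher means less SRC3-driven luciferase light from the GAL4 reporter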
CF NFkB inh: blocks PAF-induced NF-kB reporter in cystic fibrosis cells; inhibition, % at 5 µM; hit rate 0.86% among 360,000; KKLEB NF-kB-GFP reporter, GFP fluorescence overnight;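 active means at least 50% inhibition at 5 µM, scaled per plate between neutral and stimulator controls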;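 further: PAF is a Pseudomonas aeruginosa culture filtrate used as stimulus; plate controls were PAF-stimulated DMSO wells for no effect and unstimulated DMSO wells for full effect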
LMP1 NFkB inh: reduces LMP1-driven NF-kappaB luciferase signal; LMP1-induced NF-kappaB luciferase reporter cells, luminescence; inhibition, % at 12.5 µM; hit rate 0.69% among 350,000; AID 504558; in the data active means inhibition above about 41%;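 further: 0% = neutral control wells and 100% = reference inhibitor control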
TRAIL sens C8: sensitizes caspase-8 expressing cells to TRAIL. NB7+C8 cells + TRAIL, ATPlite viability luminescence. inhibition (viability loss, TRAIL sensitization), % at 10 µM. hit rate 1% among 360,000. AID 624354;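 active means compounds causing at least 50% loss of cell viability in the single-dose screen, relative to plate controls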
TWEAK-Fn14 inh: blocks TWEAK-Fn14 interaction in a reporter cell assay; inhibition, % at 10 µM; hit rate 2% among 360,000; TWEAK-stimulated Fn14 reporter cells, luciferase luminescence, 8 h; AID 1159606; in the data active means inhibition above about 50%
SRC2 inh: human SRC2 (NCOA2) inhibition | inhibition, % at 9 µM | hit rate 0.17% among 370,000 | HEK293 GAL4-SRC2 luciferase reporter, luminescence;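 active means inhibition above the mean inhibition of all tested compounds plus 3 SD, set per campaign, cut at about 52% in these data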;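 further: 0% = DMSO treated cells and 100% = cells given Gossypol at 36 µM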
COUP-TFII inh: blocks human COUP-TFII nuclear receptor; hit rate 0.7% among 370,000; HEK293T NGFI-A luciferase reporter, luminescence; P24468; inhibition, % at 8.6 µM; AID 686940;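 active means inhibition above a per-plate cutoff, mean inhibition of test wells between control levels plus 3 SD, cut at about 38% in these data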;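 further: cells cotransfected with COUP-TFII expression vector driving the NGFI-A reporter; 0% = median of COUP-TF2 test wells and 100% = reporter-only cells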
Target sequence (P24468 whole entry, looked up): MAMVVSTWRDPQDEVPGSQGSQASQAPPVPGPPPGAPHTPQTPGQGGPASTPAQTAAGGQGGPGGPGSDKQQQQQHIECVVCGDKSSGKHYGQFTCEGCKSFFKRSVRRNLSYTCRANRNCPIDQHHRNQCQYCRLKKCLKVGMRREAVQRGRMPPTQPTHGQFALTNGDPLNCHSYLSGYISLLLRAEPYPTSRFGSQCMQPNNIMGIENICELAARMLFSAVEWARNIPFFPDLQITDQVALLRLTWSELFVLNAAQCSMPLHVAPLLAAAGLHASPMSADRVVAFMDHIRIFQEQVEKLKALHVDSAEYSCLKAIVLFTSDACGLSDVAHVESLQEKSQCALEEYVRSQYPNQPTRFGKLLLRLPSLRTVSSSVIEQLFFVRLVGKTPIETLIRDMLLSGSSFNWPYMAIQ
LRH-1 inv ag: suppresses constitutive activity of human LRH-1 | hit rate 0.13% among 360,000 | HEK293T StAR-luciferase reporter, LRH-1 transfected, 24 h | inhibition, % at 3.6 µM | O00482;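 active means inhibition above the mean inhibition of all tested compounds plus 3 SD, cut at about 73% in these data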;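 further: 0% = DMSO wells and 100% = reporter-only cells lacking LRH-1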
Target sequence (O00482 whole entry, looked up): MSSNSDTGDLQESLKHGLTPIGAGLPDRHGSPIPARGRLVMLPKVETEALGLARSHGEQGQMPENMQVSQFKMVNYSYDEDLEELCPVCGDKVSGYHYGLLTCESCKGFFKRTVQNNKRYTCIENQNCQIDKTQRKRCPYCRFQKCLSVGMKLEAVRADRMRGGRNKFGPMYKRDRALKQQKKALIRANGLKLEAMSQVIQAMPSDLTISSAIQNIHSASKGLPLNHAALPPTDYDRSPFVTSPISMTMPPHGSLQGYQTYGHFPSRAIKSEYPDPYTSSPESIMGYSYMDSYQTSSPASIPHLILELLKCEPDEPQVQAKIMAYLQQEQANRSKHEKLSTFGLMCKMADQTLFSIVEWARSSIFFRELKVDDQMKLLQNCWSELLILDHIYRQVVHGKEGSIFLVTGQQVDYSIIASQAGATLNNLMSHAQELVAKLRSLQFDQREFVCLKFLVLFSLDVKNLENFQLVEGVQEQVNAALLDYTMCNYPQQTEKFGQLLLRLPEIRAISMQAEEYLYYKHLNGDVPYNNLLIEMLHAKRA
SRC1 inh: human NCOA1 inhibition; HEK293 GAL4-SRC1 luciferase reporter, luminescence; inhibition, % at 3.6 µM; hit rate 0.12% among 360,000; AID 588354;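 active means inhibition above the campaign mean plus 3 SD, with each screening campaign given its own cutoff, cut at about 60% in these data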;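 further: 0% = DMSO treated cells and 100% = gossypol at 36 µM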
Active calls of the source: *; . = no result given.

no.	Structure	TROY signal inh	KKLEB cytotox	SRC3 inh	CF NFkB inh	LMP1 NFkB inh	TRAIL sens C8
1	Cc1ccc(C)c(S(=O)(=O)N2CCN(C(=O)[C@H](Cc3ccccc3)NC(=O)c3ccco3)CC2)c1	0	-19	-10	-18	5	-8
2	COC(=O)c1sccc1NC(=S)N1CCCC(C)C1 (stereo not drawn)	-5	1	11	7	4	-6
3	C[C@H]1CN([C@@H](C)CO)C(=O)c2cc(C#CCC3CCCC3)cnc2O[C@@H]1CN(C)C(=O)CC1CC1	1	0	-20	-6	1	-31
4	CCCC(=O)N1CCOCC1c1cc(C(=O)NCc2ccccc2)no1 (stereo not drawn)	-2	-3	-27	-4	.	-15
5	CCOC(=O)C1CCCN(Cc2c(Cl)cccc2Cl)C1 (stereo not drawn)	-5	2	2	5	0	-5
6	CCOc1cc(C(=O)NCC(C)CN(C)C)cc(OCC)c1OCC (stereo not drawn)	3	0	20	4	-1	-8
7	CN(Cc1ccccc1)c1ncc(C=O)s1	0	-5	13	-11	-3	0
8	O=C(OCc1nnc(-c2ccccc2)o1)c1ccc([N+](=O)[O-])o1	-3	-12	-19	11	0	-10

no.	TWEAK-Fn14 inh	SRC2 inh	COUP-TFII inh	LRH-1 inv ag	SRC1 inh
1	2	0	3	3	3
2	-8	11	-15	1	-10
3	-2	10	15	3	-11
4	17	12	-9	-10	0
5	-22	.	.	0	-1
6	-5	12	17	-19	-3
7	-3	-29	6	6	8
8	5	4	-20	9	-6

Further compounds follow:
no.	Structure	TROY signal inh	KKLEB cytotox	SRC3 inh	CF NFkB inh	LMP1 NFkB inh	TRAIL sens C8
9	COc1ccc(/C=N/Nc2cc(C)nc3ccccc23)cc1	-4	0	20	-100	-1	20
10	CC(NC(=O)c1cc2cc(Cl)ccc2oc1=N)c1ccccc1 (stereo not drawn)	-17	-14	14	24	5	4
11	Cc1cccc(/C(N)=N/OC(=O)N2c3ccccc3Sc3ccccc32)c1	-9	0	11	-1	-9	-12
12	COc1ccc(CNC(=O)C(CC(C)C)NC(=O)c2ccccc2C)cc1 (stereo not drawn)	-12	0	-14	9	0	1
13	CCOC(=O)c1sc(NC(=O)c2cc(-c3ccccc3C)nc3ccccc23)c(C#N)c1C	69*	-35	5	48	34	61*
14	CCN1C=C(Cc2ccc(F)cc2)C2=C(C1)C(c1ccc(F)cc1)C(C#N)=C(N)O2 (stereo not drawn)	-29	-6	-5	3	5	-4
15	CCOC(=O)c1c(C)[nH]c(C(=O)COC(=O)/C=C/c2ccc(O)c(OC)c2)c1C	-10	-1	-9	-8	6	11
16	C/C(=C1/SC(N2CC(C)OC(C)C2)=NC1=O)c1ccccc1 (stereo not drawn)	6	-4	2	-12	7	0

no.	TWEAK-Fn14 inh	SRC2 inh	COUP-TFII inh	LRH-1 inv ag	SRC1 inh
9	-26	5	12	12	20
10	20	-10	-20	3	9
11	-20	-32	5	10	-8
12	13	-17	24	-14	7
13	63*	-3	8	5	0
14	22	15	6	-11	0
15	2	-14	5	14	-19
16	5	15	-16	3	-2

The results go on:
no.	Structure	TROY signal inh	KKLEB cytotox	SRC3 inh	CF NFkB inh	LMP1 NFkB inh	TRAIL sens C8
17	C/C(=N\OC(=O)c1ccc(F)cc1)c1nccs1	-50	13	11	5	0	-10
18	CC(c1ccccc1F)n1cc(C(=O)NCCCc2nc3ccccc3[nH]2)nn1 (stereo not drawn)	2	5	1	-4	8	-6
19	CC(C)=C1C2CCC1C1C(=O)N(NC(=O)c3ccco3)C(=O)C21 (stereo not drawn)	-11	-8	18	8	3	-9
20	CCC(=O)Nc1nc2ccccc2n1CCN(C)C	3	1	-1	-6	-3	-7
21	Nc1ncnc2nc(Sc3ccc(Cl)cc3)[nH]c12	18	-14	25	18	-5	-4
22	COC(C(=O)Nc1ccc(F)cc1F)c1ccccc1 (stereo not drawn)	-3	4	3	10	-4	-15
23	COc1cc(NC(=O)c2cccnc2SC)cc(OC)c1OC	9	-4	8	7	2	3
24	COc1ccc(C2=NN3C(=O)c4c(ccc(OC)c4OC)C3C2)cc1 (stereo not drawn)	-2	6	-24	-2	11	-8

no.	TWEAK-Fn14 inh	SRC2 inh	COUP-TFII inh	LRH-1 inv ag	SRC1 inh
17	-5	-20	-37	-4	5
18	-15	-10	-5	8	5
19	-22	-1	0	-1	-5
20	5	5	0	6	-5
21	-9	-14	7	4	-7
22	-2	5	4	3	-6
23	1	14	-2	9	0
24	-8	-22	10	3	-1

The list continues:
no.	Structure	TROY signal inh	KKLEB cytotox	SRC3 inh	CF NFkB inh	LMP1 NFkB inh	TRAIL sens C8
25	O=C(CN1C(=O)NC2(CCCC2)C1=O)Nc1ccc(F)c(F)c1F	0	-17	3	-10	6	-5
26	COC(=O)CCC(=O)OC1(C)C(=O)C2=CN(CCc3c[nH]c4ccccc34)C(c3ccc(OC)cc3)=CC2=C(Br)C1=O (stereo not drawn)	-14	15	-14	-16	-8	-8
27	O=S1(=O)CC(N2CCC(Cc3ccccc3)CC2)CN1CCc1ccccc1 (stereo not drawn)	17	-15	-27	4	.	8
28	CC(=O)OC(C(=O)NCc1ccc2c(c1)OCO2)c1ccccc1Cl (stereo not drawn)	1	6	-22	-3	2	-5
29	Cc1ccc(Cl)cc1NC(=O)COC(=O)CSc1ccccc1	5	-5	-5	17	-1	-13
30	COc1ccc(C)cc1NC(=O)C1CC(=O)N(CCc2ccccc2)C1 (stereo not drawn)	1	6	-6	2	-2	-11
31	CCCSC1=C(C#N)C(c2cc(OC)ccc2OC)CC(=O)N1 (stereo not drawn)	-6	-2	-20	-3	-4	1
32	CS(=O)(=O)Nc1ccccc1C(=O)OCC(=O)N1CCC(c2ccccc2)=N1	3	4	4	-2	-2	-2

no.	TWEAK-Fn14 inh	SRC2 inh	COUP-TFII inh	LRH-1 inv ag	SRC1 inh
25	-15	-4	5	-15	-11
26	-7	.	.	1	-18
27	6	2	13	1	-3
28	3	6	6	-4	-20
29	-13	-11	12	-10	-1
30	13	-8	-10	-3	6
31	3	0	18	-16	-6
32	-23	-5	-12	-4	-7

Looked up above:
Value of `COc1ccc(C2=NN3C(=O)c4c(ccc(OC)c4OC)C3C2)cc1` (stereo not drawn) in COUP-TFII inh: 10
Value of `CC(=O)OC(C(=O)NCc1ccc2c(c1)OCO2)c1ccccc1Cl` (stereo not drawn) in CF NFkB inh: -3
Value of `CS(=O)(=O)Nc1ccccc1C(=O)OCC(=O)N1CCC(c2ccccc2)=N1` in SRC1 inh: -7
Value of `O=C(OCc1nnc(-c2ccccc2)o1)c1ccc([N+](=O)[O-])o1` in SRC1 inh: -6

(continued)
no.	Structure	TROY signal inh	KKLEB cytotox	SRC3 inh	CF NFkB inh	LMP1 NFkB inh	TRAIL sens C8
33	COCCN(C(=O)c1ccc2c(c1)S(=O)(=O)N=C1CCCCCN12)c1c(N)n(CC(C)C)c(=O)[nH]c1=O	-11	3	-10	-22	-3	8
34	NS(=O)(=O)c1ccc(CCNC(=O)c2ccccc2F)cc1	10	5	-5	9	8	-6
35	O=S(=O)(c1ccc(-c2nnco2)cc1)N1CCCCC1	-11	8	13	-11	-1	2
36	O=C(CCC1CC(=O)Nc2ccccc21)NCc1ccc(F)cc1 (stereo not drawn)	0	3	13	-5	2	6
37	COc1cc(/C=N/NC(=O)c2ccc(-n3cccc3)cc2)ccc1O	-7	7	13	6	1	-10
38	Cc1ccc(NC(=O)c2nc3nccc(C)n3n2)cc1S(=O)(=O)N1CCCCC1	-51	7	-6	-18	-8	-29
39	COC(=O)C1(C(C[N+](=O)[O-])c2ccc(C)cc2)C(=O)NCC1c1ccco1 (stereo not drawn)	-2	-1	12	8	.	-5
40	CN(C)c1ccc(N/C=C/C(=O)c2ccccc2)cc1	23	-35	-14	-7	-73	67*

no.	TWEAK-Fn14 inh	SRC2 inh	COUP-TFII inh	LRH-1 inv ag	SRC1 inh
33	-1	-14	11	8	0
34	-7	-13	2	0	-15
35	6	0	3	-16	8
36	-16	-10	16	12	-2
37	-9	-14	-10	6	0
38	-30	-29	4	-19	-12
39	-9	4	9	-6	-3
40	95*	-41	6	-7	-51

The final 3 entries of the part above are carried over, then new ones follow.
no.	Structure	TROY signal inh	KKLEB cytotox	SRC3 inh	CF NFkB inh	LMP1 NFkB inh	TRAIL sens C8
38	Cc1ccc(NC(=O)c2nc3nccc(C)n3n2)cc1S(=O)(=O)N1CCCCC1	-51	7	-6	-18	-8	-29
39	COC(=O)C1(C(C[N+](=O)[O-])c2ccc(C)cc2)C(=O)NCC1c1ccco1 (stereo not drawn)	-2	-1	12	8	.	-5
40	CN(C)c1ccc(N/C=C/C(=O)c2ccccc2)cc1	23	-35	-14	-7	-73	67*
41	Cc1ccsc1C(=O)N1CCN(C(=O)c2ccco2)CC1	14	-7	7	-3	7	4
42	CCC/C(O)=C1\C(=O)CC(C)(C)CC1=NCCO	2	-10	9	10	-12	-6
43	O=[N+]([O-])c1ccn(-c2nc(-c3ccccc3)cc(C(F)(F)F)n2)n1	10	-1	14	-10	9	-12
44	COc1ccc(Cl)cc1NC(=O)C[n+]1cccc(C)c1	15	0	11	-8	5	-3
45	O=C(O)CCCNS(=O)(=O)c1cccs1	-8	3	23	-4	2	-19
46	COc1ccccc1-c1nnn(CC#N)n1	14	-3	-2	19	-6	27
47	COC(=O)COc1cccc2c(=O)n(CC(=O)Nc3ccc4c(c3)OCCO4)ccc12	-6	-12	15	18	-2	-1
48	O=C(O)CCC(=O)Nc1ccc(S(=O)(=O)Nc2nccs2)cc1	-7	14	4	16	4	-10

no.	TWEAK-Fn14 inh	SRC2 inh	COUP-TFII inh	LRH-1 inv ag	SRC1 inh
38	-30	-29	4	-19	-12
39	-9	4	9	-6	-3
40	95*	-41	6	-7	-51
41	-5	-31	19	4	-29
42	9	-15	-5	-2	-15
43	-20	-19	-17	4	-41
44	15	5	-13	-14	12
45	-3	9	2	17	-10
46	1	7	1	24	5
47	-19	3	-1	-11	9
48	6	8	10	-26	-10

(next part)
no.	Structure	TROY signal inh	KKLEB cytotox	SRC3 inh	CF NFkB inh	LMP1 NFkB inh	TRAIL sens C8
49	O=C(OCC(=O)c1cccs1)c1ccc([N+](=O)[O-])o1	-3	6	2	-4	4	-3
50	Cc1cc(Cl)c2oc(C(=O)NC3CCC(O)CC3)c(C)c2c1 (stereo not drawn)	-57	-13	-36	20	-12	-19
51	COc1ccc(C(=O)COc2ccccc2C(=O)Nc2ccccc2)cc1	-3	-11	22	-2	5	-11
52	Clc1cccc2sc(N3CCCCC3)nc12	-84	3	-43	-4	-34	-1
53	CCn1cc(/C=N/NC(=O)COc2cccc3cccnc23)c2ccccc21	4	-4	-5	16	0	-2
54	COc1cc2cc(Oc3ccc4ccc(=O)oc4c3)c(=O)oc2cc1OC(=O)/C=C/c1ccccc1	-39	18	0	15	-3	6
55	Cc1cccc(NS(=O)(=O)c2cc(OCC(N)=O)c(C)cc2Cl)c1	-9	-5	2	11	3	2

no.	TWEAK-Fn14 inh	SRC2 inh	COUP-TFII inh	LRH-1 inv ag	SRC1 inh
49	9	4	2	-1	-3
50	-35	-24	-9	-7	-18
51	15	-8	-7	20	9
52	-29	-62	-14	-42	-34
53	-25	17	7	8	16
54	-17	-17	-12	0	0
55	-35	18	16	12	4
